Screening results: PubChem BioAssay, National Center for Advancing Translational Sciences (NCATS)
BRCA1 expr up: qHTS Assay to Identify Small Molecule Activators of BRCA1 Expression; AID 624202, 2012; 1.1% of 380,000 active; Potency, µM (titrated, usually from 46.1 µM), inactives show at the highest dose activation, usual class: activators; MCF7-BRCA1-FFLuc reporter, luminescence, 48 h; response scale: scaled: vehicle 0%, 10 µM genistein 100%; also: nearly all actives have a fitted effect of over 80% in size; some results filed as inactive show a strong effect at the top dose
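MCF7 cells carrying a BRCA1-firefly luciferase reporter (2000 cells/well, phenol-red free MEM) were attached for 2 h at 37 °C, then given compounds for 48 h. Luminescence was read 15 min after luciferase reagent; activity normalized to genistein (10 microM) and DMSO.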
MLL CXXC-DNA inh: qHTS Fluorescence Polarization Assay for Inhibitors of MLL CXXC domain - DNA interaction | Histone-lysine N-methyltransferase 2A (Homo sapiens), Q03164 | MLL-CXXC / FITC-HOXA9 DNA fluorescence polarization | Potency, µM (top dose mostly 115 µM), without a hit: at the top dose activity change, negative = inhibition, hits mostly inhibitors | 0.037% of 290,000 active | AID 2662, 2010; active = well fitted inhibition curve with a large enough effect in the polarisation, with a control signal flat, not every such curve was filed as active; inconclusive = small, poorly fitted or top-dose-only effect, or effect the other way, or a change in a side signal; inactive = no such curve, though single readings can be large or run the other way; the % refers to the polarisation
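Fluorescence polarization: 7 uM MLL-CXXC (stock) preincubated 5 min with compounds, then 50 nM fluorescein-HOX-A9 DNA (stock) added; 30 min ambient. Buffer 50 mM Tris-HCl pH 7.5, 50 mM NaCl, 1 mM DTT, 0.05% BSA.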
RORg inh: qHTS for inhibitors of ROR gamma transcriptional activity; Nuclear receptor ROR-gamma (Mus musculus), P51450; Drosophila S2 Gal4-RORgamma UAS-luciferase reporter, 20 h; Potency, µM (titrated, usually from 53.6 µM), for inactives: at the top dose activity change, negative = inhibition, most hits filed as inhibitors; 5.4% of 310,000 active; AID 2551, 2010; also: % is scaled to controls: 0 for no effect and ±100 for the full control effect; nearly all actives have a fitted effect of over 60% in size
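Drosophila Schneider cells stably carrying a metallothionein-driven Gal4 DBD–ROR gamma fusion and a UAS-Photinus luciferase reporter were exposed to compound for 1 hr, then induced with copper sulfate (700 uM final) for 20 hr at ambient temperature before luminescence reading.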
ELG1 genotoxic: qHTS screen for small molecules that induce genotoxicity in human embryonic kidney (HEK293T) cells expressing luciferase-tagged ELG1; HEK293T ELG1-luciferase reporter, luminescence, 16 h; Potency, µM (doses to about 46 µM), for inactives: at the top dose activity change, positive = activation, most hits filed as activators; 1.3% of 330,000 active; also: % of control where 0% means no effect; nearly all actives have a fitted effect of over 60% in size
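Luminescence read-out: rising ELG1-luciferase signal, reflecting elevated ELG1 protein under genetic stress, flags genotoxic compounds. Cells were treated for 16 hr at 37 °C before ONE-Glo detection.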
VP16 counter: VP16 counterscreen qHTS for inhibitors of ROR gamma transcriptional activity | Drosophila S2 Gal4-VP16 UAS-luciferase, luminescence, 20 h | Potency, µM (top dose mostly 53.6 µM), for inactives: at the top dose activity, negative = inhibition, hits mostly inhibitors | 3.5% of 310,000 active;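 also: Gal4-VP16 expression switched on by copper sulfate through the metallothionein promoter; % is scaled to controls: 0 for no effect and ±100 for the full control effect; nearly all actives have a fitted effect of over 50% in size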
Rab9 promoter act: qHTS Assay for Rab9 Promoter Activators. Huh7 Rab9 promoter-luciferase reporter, luminescence, 24 h. Potency, µM (highest dose often 9.22 µM), for the others: at the top dose activation, negative = inhibition, most hits filed as activators. 2.8% of 320,000 active. AID 485297, 2010; also: % of control where 0% means no effect; nearly all actives have a fitted effect of over 60% in size
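Luciferase signal after 10 min detection reagent at ambient indicates Rab9 promoter upregulation; stably transfected Huh7 cells were treated 24 h with compound in DMSO at 37 °C, 5% CO2.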
NPC1 prom act: qHTS Assay for NPC1 Promoter Activators; Huh7 NPC1 promoter luciferase reporter, 24 h; Potency, µM (titrated, usually from 9.22 µM), for inactives: top-dose activation, usual class: activators; 2.4% of 320,000 active;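 also: % of control where 0% means no effect; nearly all actives have a fitted effect of over 60% in size; reporter is driven by a mutant NPC1 promoter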
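Quantitative HTS used a cell-based reporter: Huh7 cells stably bearing the NPC1 promoter upstream of luciferase were treated with compounds for 24 h, and promoter activation was read as luminescence.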
uPA generation: qHTS for Inhibitors of Cell Surface uPA Generation; 0.31% of 330,000 active; Potency, µM (series often up to 38.3 µM), for inactives: at the top dose activity change, negative = inhibition, most hits filed as inhibitors; cell surface uPA generation assay, qHTS; AID 540303, 2011; active = well fitted inhibition curve with a large enough effect; inconclusive = small, poorly fitted or top-dose-only effect; inactive = no such curve, though single readings can be large or run the other way; tested in mouse RAW 264.7 cells; also: % is scaled to controls: 0 for no effect and ±100 for the full control effect; nearly all actives have a fitted effect of over 55% in size
MBNL1 CUG block: qHTS Assay for Inhibitors of MBNL1-poly(CUG) RNA binding | Muscleblind-like protein 1 (Homo sapiens), Q9NR56 | TR-FRET MBNL1-His/biotin-(CUG)12 binding, 665/545 ratio | Potency, µM (series often up to 57.5 µM), for the others: top-dose activity change, negative = inhibition, most hits filed as inhibitors | 0.036% of 280,000 active | AID 2675, 2010; active = well fitted inhibition curve with a large enough effect in the signal ratio, with a control signal flat, not every such curve was filed as active; inconclusive = small, poorly fitted or top-dose-only effect, or effect the other way, or a change in a side signal; inactive = no such curve, though single readings can be large or run the other way; the % refers to the signal ratio; also: % is scaled to controls: 0 for no effect and ±100 for the full control effect
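Compounds (final 92 nM to 58 uM) are added to His-tagged MBNL1 and biotin-(CUG)12, then terbium anti-His antibody and streptavidin-XL665 (5 nM final). After 60 min at room temperature, the 665/545 nm ratio is read.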
p53 reactivation: qHTS assay for re-activators of p53 using a Luc reporter | Potency, µM (top dose mostly 92.2 µM), for inactives: at the top dose activity change, positive = activation, usual class: activators | AID 504706, 2011 | H1299 p53-A138V BP100-luciferase reporter, luminescence, 24 h | 0.063% of 320,000 active; also: % of control where 0% means no effect; nearly all actives have a fitted effect of over 45% in size
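p53-null H1299 cells stably carrying temperature-sensitive p53-A138V and a BP100-luciferase reporter were pinned with compounds (4-point, 1:5 series) and held 24 hrs at 37 deg C. Luminescence was read 10 min after detection reagent.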
FLuc counter: qHTS profiling assay for firefly luciferase inhibitor/activator using purifed enzyme and Km concentrations of substrates (counterscreen for miR-21 project) | 6.9% of 360,000 active | purified FLuc, Km substrates, luminescence inhibition | Potency, µM (titrated, usually from 57.5 µM), for inactives: top-dose activity change, negative = inhibition, most hits filed as inhibitors | Luciferin 4-monooxygenase (Photinus pyralis), P08659 | AID 588342, 2011;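 also: plate controls were vehicle for no effect and reference inhibitor for full effect; nearly all actives have a fitted effect of over 55% in size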
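Biochemical qHTS of compounds, final roughly 60 µM downward over six points, against 10 nM purified firefly luciferase using Km concentrations of substrates (10 uM D-luciferin, 10 uM ATP) in Tris acetate pH 7.5 buffer; luminescence output.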
Starred values were filed as active, the others as inactive; [ ] = remark or other dose. Unless noted, calls follow the shape of the dose curve; as a rule, active = well fitted curve in the direction sought with a large enough effect; inconclusive = small, poorly fitted or top-dose-only effect, or another doubt; inactive = no such curve, though single readings can be large; an effect the other way counts as inactive or inconclusive. Potency is read from the fitted curve at half-maximal effect. A portion of the library; the hit share may differ from the screen's.

What do the screens show for `COCCCn1c(SCC(=O)c2ccccc2)nc2ccccc2c1=O`?
BRCA1 expr up: 14%; MLL CXXC-DNA inh: 0%; RORg inh: 28%; ELG1 genotoxic: -6%; VP16 counter: 18%; Rab9 promoter act: -4%; NPC1 prom act: 0%; uPA generation: -5%; MBNL1 CUG block: -2%; p53 reactivation: 7%; FLuc counter: -12%

What do the screens show for `CC(=O)NS(=O)(=O)c1ccc(NC(=O)/C=C/c2cn(-c3ccccc3)nc2-c2ccccc2)cc1`?
BRCA1 expr up: 15%; MLL CXXC-DNA inh: inconclusive; RORg inh: inconclusive; ELG1 genotoxic: 0%; VP16 counter: 1%; Rab9 promoter act: -4%; NPC1 prom act: -3%; uPA generation: 6%; MBNL1 CUG block: 2%; p53 reactivation: 2%; FLuc counter: 9.5µM*

What do the screens show for `O=c1c(C=Nc2cccc(C(F)(F)F)c2)c[nH]n1-c1cccc(Cl)n1`?
BRCA1 expr up: 5%; MLL CXXC-DNA inh: -20%; RORg inh: inconclusive; ELG1 genotoxic: 3%; VP16 counter: -9%; Rab9 promoter act: -1%; NPC1 prom act: -3%; uPA generation: 3%; MBNL1 CUG block: -5%; p53 reactivation: 2%; FLuc counter: -7%

How did COc1cccc(C2CCCCN(C)C2=O)c1 (configuration not stated) do in these assays?
BRCA1 expr up: 30%; MLL CXXC-DNA inh: -2%; RORg inh: 8%; ELG1 genotoxic: 1%; VP16 counter: -4%; Rab9 promoter act: -2%; NPC1 prom act: -1%; uPA generation: 0%; MBNL1 CUG block: -11%; p53 reactivation: 3%; FLuc counter: 1%

Results for CCOc1ccc(Nc2nc3c(c(=O)[nH]2)CCC3)cc1 ?
BRCA1 expr up: 1%; MLL CXXC-DNA inh: -1%; RORg inh: inconclusive; ELG1 genotoxic: 2%; VP16 counter: 0%; Rab9 promoter act: 9%; NPC1 prom act: -2%; MBNL1 CUG block: 1%; p53 reactivation: -4%; FLuc counter: 0%

How did Nc1c(Cl)cc(C2=NCCn3nc4cc([N+](=O)[O-])ccc4c32)cc1Cl do in these assays?
BRCA1 expr up: -39%; ELG1 genotoxic: 1%; Rab9 promoter act: -1%; NPC1 prom act: -4%; uPA generation: -21%; p53 reactivation: 22%; FLuc counter: 1%

What do the screens show for `Cc1ccc(S(=O)(=O)CC(=O)N2CCCCCC2)cc1`?
BRCA1 expr up: 58%; MLL CXXC-DNA inh: -2%; RORg inh: 0%; ELG1 genotoxic: 4%; VP16 counter: -1%; Rab9 promoter act: -2%; NPC1 prom act: 0%; uPA generation: 4%; MBNL1 CUG block: -2%; p53 reactivation: 26%; FLuc counter: 0%

How did CC/C(C)=N\Nc1nc(-c2cc3cc(OC)ccc3oc2=O)cs1 do in these assays?
BRCA1 expr up: 3%; MLL CXXC-DNA inh: -14%; RORg inh: inconclusive; ELG1 genotoxic: 17%; VP16 counter: inconclusive; Rab9 promoter act: inconclusive; NPC1 prom act: inconclusive; uPA generation: -15%; MBNL1 CUG block: inconclusive; p53 reactivation: 11%; FLuc counter: 17µM*

What do the screens show for `N#Cc1c(-c2ccccc2)nc(SCc2nc(N)nc(N3CCCCC3)n2)[nH]c1=O`?
BRCA1 expr up: 0%; MLL CXXC-DNA inh: -4%; RORg inh: -27%; ELG1 genotoxic: -16%; VP16 counter: 4%; Rab9 promoter act: -1%; NPC1 prom act: 0%; uPA generation: -3%; MBNL1 CUG block: -2%; p53 reactivation: 6%; FLuc counter: -14%

What do the screens show for `O=C(COC(=O)c1ccc(S(=O)(=O)NCc2ccco2)cc1)NCc1ccc(F)cc1`?
BRCA1 expr up: 1%; ELG1 genotoxic: 2%; Rab9 promoter act: 1%; NPC1 prom act: 1%; uPA generation: 3%; p53 reactivation: 3%; FLuc counter: 13%

What do the screens show for `O=C(N/N=C/c1c[nH]c2ccccc12)c1cc(-c2ccccc2)n[nH]1`?
BRCA1 expr up: -24%; MLL CXXC-DNA inh: -1%; RORg inh: 20%; ELG1 genotoxic: -4%; VP16 counter: 2%; Rab9 promoter act: 0%; NPC1 prom act: -1%; uPA generation: -9%; p53 reactivation: 12%; FLuc counter: 12µM*

What do the screens show for `COc1ccc(CCN=C(N)NS(=O)(=O)c2ccc(OC)cc2)cc1`?
BRCA1 expr up: -10%; MLL CXXC-DNA inh: 2%; RORg inh: -5%; ELG1 genotoxic: -3%; VP16 counter: -5%; Rab9 promoter act: 10%; NPC1 prom act: 0%; uPA generation: -6%; MBNL1 CUG block: inconclusive; p53 reactivation: 11%; FLuc counter: 1%

Results for N#Cc1cc(-c2ccccc2)cnc1Sc1ccccc1 ?
BRCA1 expr up: 6%; MLL CXXC-DNA inh: -20%; RORg inh: 5%; ELG1 genotoxic: 0%; VP16 counter: -2%; Rab9 promoter act: 5%; NPC1 prom act: 1%; MBNL1 CUG block: 3%; p53 reactivation: 12%; FLuc counter: 21µM*

How did Cc1ccc(C)c(N2CCN(C(=O)c3ccc(Cn4c(=S)[nH]c5ccc(N6CCOCC6)cc5c4=O)cc3)CC2)c1 do in these assays?
BRCA1 expr up: 40%; MLL CXXC-DNA inh: -1%; RORg inh: 2.8µM*; ELG1 genotoxic: 7%; VP16 counter: -5%; Rab9 promoter act: inconclusive; NPC1 prom act: 28%; uPA generation: -4%; MBNL1 CUG block: 8%; p53 reactivation: 9%; FLuc counter: -18%

What do the screens show for `COc1ccccc1C(=O)N/C(=C/c1ccc2c(c1)OCO2)C(=O)Nc1cccc(C(=O)O)c1`?
BRCA1 expr up: 38%; MLL CXXC-DNA inh: 33%[activator]; RORg inh: 5%; ELG1 genotoxic: -7%; VP16 counter: -11%; Rab9 promoter act: -3%; NPC1 prom act: 1%; uPA generation: 5%; MBNL1 CUG block: 12%; p53 reactivation: 1%; FLuc counter: 2%

Results for CCn1cc(S(=O)(=O)c2ccccc2)c(=O)c2cc(F)c(N3CCN(C)CC3)cc21 ?
BRCA1 expr up: -12%; MLL CXXC-DNA inh: 14%; RORg inh: -15%; ELG1 genotoxic: 0%; VP16 counter: 3%; Rab9 promoter act: -4%; NPC1 prom act: -4%; uPA generation: 4%; MBNL1 CUG block: 0%; p53 reactivation: 4%; FLuc counter: 0%

What do the screens show for `O=C(CSCc1ccc([N+](=O)[O-])cc1)Nc1ccc(S(=O)(=O)N2CCCCCC2)cc1`?
BRCA1 expr up: -41%; MLL CXXC-DNA inh: 0%; RORg inh: 2%; ELG1 genotoxic: 2%; VP16 counter: -1%; Rab9 promoter act: 5%; NPC1 prom act: 1%; uPA generation: 3%; MBNL1 CUG block: -5%; p53 reactivation: -20%; FLuc counter: 4%

Results for Cn1c(=O)c2cn(-c3ccc4c(c3)OCCO4)cc2n(C)c1=O ?
BRCA1 expr up: 28%; MLL CXXC-DNA inh: 0%; RORg inh: 34%; ELG1 genotoxic: 11µM*; VP16 counter: 3%; Rab9 promoter act: inconclusive; NPC1 prom act: inconclusive; uPA generation: -9%; MBNL1 CUG block: 26%; p53 reactivation: inconclusive; FLuc counter: inconclusive

How did CCOc1ccc(S(=O)(=O)N2CCCCC2)cc1NC(=O)CN1C(=O)NC(C)(c2ccccc2)C1=O (configuration not stated) do in these assays?
BRCA1 expr up: -32%; ELG1 genotoxic: -12%; Rab9 promoter act: -6%; NPC1 prom act: 1%; uPA generation: -1%; p53 reactivation: -6%; FLuc counter: 1%
